GSK3beta inhib: human GSK3beta kinase inhibition; P49841; GST-GSK3beta kinase, ADP-Glo luminescence, 60 min; stronger effect = lower value; activity score (negative = inhibition), % at 10 µM; actives 0.038% (n = 300,000); AID 2097;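 active = more than half of replicate wells score below -50%, meaning over 50% inhibition versus plate controls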;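 also: 0% = median DMSO wells and -100% = median GW8510 positive control wells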
Target sequence (P49841 whole entry, looked up): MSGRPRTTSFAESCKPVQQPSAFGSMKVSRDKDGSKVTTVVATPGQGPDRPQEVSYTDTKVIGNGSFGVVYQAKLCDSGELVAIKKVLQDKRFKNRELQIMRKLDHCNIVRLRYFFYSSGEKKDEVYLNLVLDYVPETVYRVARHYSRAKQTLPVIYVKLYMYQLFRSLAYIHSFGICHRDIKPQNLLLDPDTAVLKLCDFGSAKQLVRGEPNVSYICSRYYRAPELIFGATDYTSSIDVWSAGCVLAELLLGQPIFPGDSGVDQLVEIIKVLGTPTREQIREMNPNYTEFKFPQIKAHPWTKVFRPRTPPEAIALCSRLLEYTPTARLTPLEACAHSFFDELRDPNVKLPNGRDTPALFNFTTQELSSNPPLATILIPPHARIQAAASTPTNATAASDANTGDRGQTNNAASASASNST
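Assay system: GST-tagged human GSK3beta kinase, cell-free; Input: 1.6 ng GSK3beta; Medium: Tris/MgCl2 kinase buffer; Timing: 60 min enzyme reaction, room temperature; Signal: ADP-Glo luminescence quantifying ADP generated by kinase; Evaluation: score relative to plate controls; Benchmarks: DMSO neutral wells and GW8510 at 20 µM as positive.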
AI-2 QS modul: Vibrio harveyi AI-2 quorum sensing modulation | actives 0.4% (n = 300,000) | activity change, % at 7.5 µM | Vibrio harveyi JMH597 AI-2 luminescence/OD600 ratio, 9 h; stronger effect = lower value; strain lacks LuxN and CqsS sensors; 0 = neutral-control median; in the data active = activity change below about -75%, passing the limit was not always enough;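 also: luminescence divided by OD600 gain over 9 h not by final OD600 alone; inactives centre near 13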
aSyn 5UTR inh: 5' untranslated region of α-synuclein, MLPCN primary screen; actives 0.82% (n = 300,000); inhibition, % (tested at 7.5 µM); alpha-synuclein 5'UTR reporter, inhibitor activity; AID 1813; in the data active = inhibition above about 60%;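 also: H4 neuroglioblastoma cells stably carrying SNCA 5'UTR luciferase fusion; 0% = DMSO wells and 100% = positive control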
PolyA inh: blocks polyadenylation in yeast reporter cells; S. cerevisiae SKY197-pL101 polyadenylation reporter, beta-gal luminescence; efflux-impaired pdr1/pdr3 knockout yeast; score 100 = 6 SD above DMSO; calls only at 12 µM; actives 0.02% (n = 300,000); AID 1875;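 active = lowest replicate activity score at least 50, where 100 means six control SD above control mean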;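 also: yeast exposed to compound for 9 h at 30 °C; higher score means more reporter readthrough which indicates perturbed polyadenylation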
HSF1 activator: increases HSF-1 driven luciferase reporter signal; NIH3T3-HGL HSF-1 luciferase reporter, MG132, 8 h; 100% = twice DMSO control signal; activation, % at 9 µM; actives 1.7% (n = 300,000);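 active = mean replicate activation of at least 50% with a set share of replicates each reaching 50%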;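 also: 0% = median of the neutral control wells and 100% = twice that signal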
GSK3 alpha inh: blocks human GSK-3 alpha kinase | P49840 | ADP-Glo luminescence, 60 min | inhibition, % at 10 µM | actives 0.1% (n = 320,000) | AID 2650;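 in the data active = inhibition above about 50%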;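 also: GST-tagged GSK-3 alpha with peptide substrate and 25 µM ATP; 0% = DMSO neutral wells and 100% = GW8510 positive control wells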
Target sequence (P49840 whole entry, looked up): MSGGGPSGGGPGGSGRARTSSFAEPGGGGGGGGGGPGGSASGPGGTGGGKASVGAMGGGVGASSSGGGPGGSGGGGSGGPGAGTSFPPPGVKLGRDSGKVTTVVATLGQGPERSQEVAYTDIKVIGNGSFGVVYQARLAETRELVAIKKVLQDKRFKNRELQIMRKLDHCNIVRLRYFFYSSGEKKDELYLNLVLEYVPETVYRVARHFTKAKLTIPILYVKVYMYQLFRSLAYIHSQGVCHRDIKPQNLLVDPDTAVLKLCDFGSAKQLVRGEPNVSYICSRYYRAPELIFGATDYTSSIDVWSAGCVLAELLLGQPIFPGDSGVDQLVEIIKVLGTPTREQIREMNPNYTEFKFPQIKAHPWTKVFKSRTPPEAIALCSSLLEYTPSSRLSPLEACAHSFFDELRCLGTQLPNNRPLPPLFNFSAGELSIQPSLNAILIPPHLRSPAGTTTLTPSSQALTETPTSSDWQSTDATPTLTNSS
KLF5 inhibitor: suppresses KLF5 promoter-driven expression; DLD-1 KLF5 promoter-luciferase reporter, luminescence; inhibition, % at 5 µM; actives 0.23% (n = 290,000);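 active = inhibition above a per-plate limit of that plate's mean compound inhibition plus 3 SD, cut at about 60% in these data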;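 also: 0% = DMSO wells and 100% = LY294002 at 200 µM; higher means less KLF5 promoter-driven luciferase light; inactives centre near -14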
IEC-6 cytotox: counter-screen for KLF5 inhibitors: cytotoxicity in IEC-6 cells; IEC-6 cytotoxicity, luminescence viability; inhibition, % at 5 µM; actives 0.78% (n = 290,000); AID 1825; in the data active = inhibition above about 22%;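 also: 0% = plate median of test compound wells and 100% = cytotoxic reference compound wells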
HSP90 refold inh: inhibitors of HSP90 luciferase refolding in rabbit reticulocyte lysate. luciferase refolding luminescence, 3 h. inhibition, % at 5.6 µM. actives 0.91% (n = 290,000). AID 1789;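 active = inhibition above the screen-wide mean plus 3 SD, computed separately per campaign, cut at about 16% in these data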;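 also: 0% = DMSO wells and 100% = 60 µM geldanamycin wells; inhibitors lower the luminescence because luciferase stays unfolded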
HSF1 inh: HSF1 inhibition; NIH3T3-HGL HSE-luciferase, MG132-induced, luminescence 8 h; stronger effect = lower value; activity change, negative = inhibition, % at 7.5 µM (by protocol); actives 0.77% (n = 300,000);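 active = more than half of replicate wells show activity change below -50%, luminescence cut by over half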;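 also: luciferase reports HSF-1 transcriptional activity via heat shock element; 0% = median of DMSO wells and -100% = zero luminescence signal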
Starred values were filed as active, the others as inactive; i = inactive; · = no result given. Not all compounds are listed (hit frequency here may not be typical).

Start of the listing, in advance:
SMILES | GSK3beta inhib | AI-2 QS modul | aSyn 5UTR inh | PolyA inh | HSF1 activator | GSK3 alpha inh | KLF5 inhibitor | IEC-6 cytotox | HSP90 refold inh | HSF1 inh
COc1ccc(N2CCC(CNC(=O)Nc3ccccc3)C2)cc1 (stereo unspecified) | 4.9 | -20.8 | -1.6 | i | -3.4 | -1.6 | 7.2 | 6.5 | -3.4 | -4.4
CC(=O)c1cc2c(cc1NS(=O)(=O)c1ccccc1F)OCO2 | 0.9 | 12.7 | 23.6 | i | 7.5 | -0.9 | -23.9 | 2.8 | -0.8 | -1.7
Cc1nc(Nc2ccc(Cl)cc2)c2nnn(Cc3ccccc3)c2n1 | -1.8 | 16.8 | 22.2 | i | -4.3 | -2.7 | -2.8 | -2.8 | -5.8 | -6.2
CCCn1c(N2CCN(C(=O)/C=C/C(=O)O)CC2)nc2ccccc21 | 0.4 | 26.8 | 9.4 | · | 12.4 | -2.8 | -25.1 | -9.0 | -1.8 | 0.9
C/C(=N\NC(=O)c1ccc(CN(C)S(=O)(=O)c2ccc(C)cc2)cc1)c1ccc(OC(F)F)cc1 | 3.0 | 30.6 | -11.1 | i | 1.5 | -0.8 | -8.0 | 5.1 | 5.2 | 3.3

This part in full (from the top)
SMILES | GSK3beta inhib | AI-2 QS modul | aSyn 5UTR inh | PolyA inh | HSF1 activator | GSK3 alpha inh | KLF5 inhibitor | IEC-6 cytotox | HSP90 refold inh | HSF1 inh
COc1ccc(N2CCC(CNC(=O)Nc3ccccc3)C2)cc1 (stereo unspecified) | 4.9 | -20.8 | -1.6 | i | -3.4 | -1.6 | 7.2 | 6.5 | -3.4 | -4.4
CC(=O)c1cc2c(cc1NS(=O)(=O)c1ccccc1F)OCO2 | 0.9 | 12.7 | 23.6 | i | 7.5 | -0.9 | -23.9 | 2.8 | -0.8 | -1.7
Cc1nc(Nc2ccc(Cl)cc2)c2nnn(Cc3ccccc3)c2n1 | -1.8 | 16.8 | 22.2 | i | -4.3 | -2.7 | -2.8 | -2.8 | -5.8 | -6.2
CCCn1c(N2CCN(C(=O)/C=C/C(=O)O)CC2)nc2ccccc21 | 0.4 | 26.8 | 9.4 | · | 12.4 | -2.8 | -25.1 | -9.0 | -1.8 | 0.9
C/C(=N\NC(=O)c1ccc(CN(C)S(=O)(=O)c2ccc(C)cc2)cc1)c1ccc(OC(F)F)cc1 | 3.0 | 30.6 | -11.1 | i | 1.5 | -0.8 | -8.0 | 5.1 | 5.2 | 3.3
CCn1c(C(=O)NCc2cccnc2)cc2sc(Cl)cc21 | 0.1 | 2.6 | -4.4 | i | 13.7 | 10.0 | -40.5 | 2.9 | -6.4 | 6.1
Cc1cccc(NC(=O)CSc2nnc(-c3ccc(S(=O)(=O)N4CCOCC4)cc3)n2C)c1 | 1.1 | 13.1 | -17.5 | i | -3.3 | 1.2 | -29.1 | -1.6 | 1.9 | -11.3
CN(CCc1ccccn1)C1CCCN(S(=O)(=O)c2ccccc2)C1 (stereo unspecified) | 4.4 | 16.6 | 5.4 | i | -6.8 | 0.3 | -6.8 | -5.8 | -3.2 | 0.3
CS(=O)(=O)c1cccc(C(=O)NC(c2ccccc2)c2ccccc2)c1 | -0.8 | 2.7 | 3.2 | i | 37.5 | -0.3 | -4.8 | -0.8 | 2.0 | 7.8
Cn1c(=S)[nH]c2sc3c(c2c1=O)CCC(C(C)(C)C)C3 (stereo unspecified) | -2.6 | 23.7 | -87.3 | i | -2.5 | -1.2 | -190.5 | 1.9 | -1.6 | -4.3
CCOc1cc(CNc2ccc(OC)cc2)cc(Br)c1OCC(=O)NC(C)(C)C | 1.9 | 22.2 | 35.5 | i | -0.2 | 1.7 | -12.5 | -9.4 | -2.7 | 2.4
OC1CCCN(c2ncnc3c2nnn3Cc2c(F)cccc2Cl)C1 (stereo unspecified) | 1.0 | 4.1 | 42.1 | i | -13.5 | -7.5 | -3.5 | 2.4 | 2.2 | -4.7
COc1ccc(N2C(=O)CC(N3CCCC4CCCCC43)C2=O)cc1 (stereo unspecified) | -0.3 | 4.8 | 21.0 | i | · | 8.0 | -0.3 | 3.5 | 0.7 | ·
Cc1ccccc1NC(=O)CSc1nnc(-c2ccco2)c(-c2ccco2)n1 | -0.9 | 9.8 | 7.9 | i | 35.0 | -3.8 | -24.7 | -18.2 | 1.7 | 16.6
Cn1c(=O)n(C)c2cc(NC(=O)c3cccc([N+](=O)[O-])c3)c(Br)cc21 | -4.3 | 24.8 | -3.5 | i | 14.5 | -2.4 | -8.2 | 6.2 | -0.4 | 0.0
C=CCSC1=C(C#N)C(c2ccccc2Cl)C(C(=O)c2cccs2)C(O)(C(F)(F)F)N1 (stereo unspecified) | 4.2 | 10.4 | 6.4 | i | 4.5 | -1.2 | -30.7 | -4.3 | 4.2 | 6.2
O=C(N/N=C/c1cc2c3c(c1O)CCCN3CCC2)c1ccccc1O | 0.4 | 577.2 | 104.3* | i | 7.7 | · | 5.3 | -4.6 | 3.8 | -3.4
CC(OC(=O)CCc1nc(=O)c2ccccc2n1C)C(=O)NCc1ccc2c(c1)OCO2 (stereo unspecified) | -2.6 | 27.1 | 14.1 | i | 2.6 | -1.2 | 7.2 | -10.0 | -2.5 | -1.2
COc1ccc(NC(=O)c2cccc(S(=O)(=O)N3CCc4ccccc43)c2)cn1 | -0.2 | 10.3 | 9.3 | i | -4.4 | -9.3 | -10.6 | -3.5 | -3.2 | -14.1
CCOC(=O)c1[nH]c2ccc(OC)cc2c1NC(=O)OC | 0.5 | 7.8 | 10.6 | i | 0.5 | · | -11.2 | 8.9 | -1.9 | -2.3
COc1ccccc1Nc1nnc(SCC(=O)Nc2cc(C)on2)s1 | 2.7 | 10.3 | -24.1 | i | -2.6 | · | -2.5 | -3.8 | 1.0 | 11.8
CCOc1cc(C2NC(=S)NC(C)=C2C(=O)Nc2ccccc2)ccc1O (stereo unspecified) | -3.0 | 1.5 | 2.8 | i | 22.8 | -1.1 | -15.4 | -9.8 | -1.7 | 29.2
COC(=O)c1ccccc1NC(=O)Cn1cnc2c(cnn2-c2ccc(C)c(C)c2)c1=O | 0.5 | 8.7 | 25.3 | i | -5.7 | 4.5 | -22.3 | -0.9 | -2.3 | -0.2
Cc1ccc(NC(=O)C2CCCN2c2nn3c(=O)cc(C)nc3s2)cc1 (stereo unspecified) | -1.2 | 13.6 | 9.8 | i | 10.0 | -1.9 | -5.5 | 0.5 | 4.4 | -1.3
O=C(NCCc1ccccc1)C(=S)N1CCCCC1 | 0.4 | 12.9 | 8.6 | i | -5.1 | -2.4 | 4.6 | -7.2 | 0.7 | 0.9
COc1ccc(CCNC(=O)C(C)OC(=O)c2ccco2)cc1OC (stereo unspecified) | 0.6 | 12.7 | 35.2 | i | 10.9 | -0.4 | -11.0 | -1.7 | -1.2 | -1.3
CS(=O)(=O)N(CC(=O)NCCSCc1ccco1)c1ccc2c(c1)OCO2 | -2.2 | 25.2 | 22.3 | i | · | -1.1 | -19.1 | 3.5 | -3.2 | ·
CCCCCCCCCNC(=O)[C@H](NC(=O)COc1ccccc1)[C@@H]1NC(C(=O)OC)C(C)(C)S1 (stereo partly specified) | -0.4 | -4.6 | 6.1 | i | 0.6 | -2.6 | · | · | · | 3.5
Cc1cccc(-n2ccnc2SCC(=O)Nc2cc(C)on2)c1 | 0.4 | 11.3 | -2.9 | i | 3.9 | -4.8 | -8.3 | -1.6 | -0.6 | 1.3
CC(=O)N1N=C(c2ccc(Cl)cc2)OC1c1ccc(C(C)C)cc1 (stereo unspecified) | 0.6 | 39.5 | -29.9 | i | -3.6 | 1.6 | -25.1 | -3.8 | -0.9 | -3.3
CCCn1c(-c2ccccc2)cc(SC)c(C#N)c1=O | -0.7 | 21.5 | 5.9 | i | -15.0 | -1.9 | -21.7 | -7.0 | -0.7 | -6.5
CC1CCN(S(=O)(=O)c2ccc([N+](=O)[O-])cc2)CC1 | -2.2 | 3.5 | 11.8 | i | 3.7 | -4.4 | -24.1 | -1.7 | 3.7 | 1.3
NC(=S)Nn1c(-c2ccccc2)nc2ccccc2c1=O | -2.6 | 4.1 | 1.8 | i | -4.8 | 0.1 | -4.2 | 4.0 | 1.4 | 2.2
CSc1ccc(CNCC(O)c2ccccc2)cc1 (stereo unspecified) | -0.2 | 18.3 | -26.1 | i | 39.1 | -1.1 | 13.0 | 4.5 | -1.6 | 13.1
CCC(C)Nc1nc(N)c([N+](=O)[O-])c(N2CCCCCC2)n1 (stereo unspecified) | -13.1 | 4.3 | 32.5 | i | 36.6 | 39.7 | -13.9 | -1.4 | 1.5 | 11.5
Cc1ccc[n+](CC(=O)c2cc3ccccc3oc2=O)c1 | -5.0 | 17.7 | -18.7 | i | 4.5 | -1.5 | -12.3 | 0.8 | 0.5 | -3.6
COc1ccc(CCNC(=O)C(=O)N2CCCCC2)cc1OC | -5.2 | 10.1 | 26.6 | i | -2.7 | 3.2 | -15.2 | -2.2 | -1.6 | -1.5
CCCN=C1NC(=O)C(CC(=O)NCCc2ccc(OC)c(OC)c2)S1 (stereo unspecified) | 2.4 | 36.0 | -10.7 | i | -14.8 | -1.5 | -15.5 | -1.2 | -2.5 | -9.3
CC(=O)c1ccc(NC(=O)CCNC(=O)c2ccc(Cl)cc2)cc1 | -22.6 | 12.7 | -44.6 | i | 0.8 | 0.8 | -41.3 | 1.2 | -3.9 | 6.5
O=C(N/N=C/c1ccc(OC(F)F)cc1)c1cc[n+]([O-])cc1 | -0.8 | 0.4 | -13.7 | i | -13.2 | 2.9 | 4.1 | 0.6 | 3.5 | -7.7
O=C(Cn1cc(C(F)(F)F)ccc1=O)NC(c1ccccc1)c1ccccc1 | -1.3 | 3.8 | 15.5 | i | -15.5 | 1.7 | -14.2 | 5.4 | 0.2 | 6.2
O=C(Nc1ccc(S(=O)(=O)Nc2nccs2)cc1)C1CC(=O)N(c2ccccc2)C1 (stereo unspecified) | 1.1 | 19.5 | -1.7 | i | 2.7 | -0.3 | -5.9 | 7.0 | 3.7 | 2.7
Cc1cc(C)cc(OCC(O)Cn2nc(C)cc2C)c1 (stereo unspecified) | -1.3 | -1.1 | 2.2 | i | 1.5 | -0.7 | -1.6 | -0.6 | -0.4 | -5.1
CCCOc1ccc(C2CC(=O)Nc3cc(OC)c(OC)cc32)cc1 (stereo unspecified) | -0.1 | 7.8 | 0.4 | i | 2.4 | -0.7 | -17.5 | 0.6 | -0.8 | 2.6
COc1ccc(C2C3=C(CC(C)(C)CC3=O)N(C)C3=C2C(=O)CC(C)(C)C3)cc1 | -2.4 | 25.8 | -29.7 | i | 6.0 | 0.1 | -5.0 | -2.6 | 0.6 | -2.4
Cc1ccc(NC(=O)CCC(=O)c2ccc(Br)cc2)cc1 | 1.9 | 11.7 | 1.7 | i | -7.0 | -2.2 | -18.5 | 4.5 | 1.3 | -3.7

Bioassay records as filed in PubChem BioAssay.
